KCNQ2 inh: KCNQ2 channel blockers in CHO-K1 cells – cell-based, FluxOR thallium flux, B-score, primary screen (AID 2156); 20 min; hits give low values; O88943; 310,000 compounds, 1.1% hits; B-score at 10 µM;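 active means fluorescence ratio B-score at most minus 3 library SDs, with starting brightness B-score within 2 library SDs, cut at about -5.5 in these data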
Kir21 inh: Kir2.1 (mouse) channel inhibition. B-score at 10 µM. AID 1672. HEK293-Kir2.1, FluxOR thallium flux fluorescence; hits give low values. 310,000 compounds, 0.85% hits;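 active means fluorescence ratio B-score at or below minus 3 SD of library scores, with starting-brightness B-score within 2 SD, cut at about -4.2 in these data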;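 further: channel flux triggered by added potassium and thallium sulfate stimulus; B-score of peak minus minimum fluorescence over baseline after thallium stimulus; more negative B-score means stronger Kir2.1 block with less thallium influx; some compounds called inactive have numbers as strong as hits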
Target sequence (P35561 whole entry, looked up): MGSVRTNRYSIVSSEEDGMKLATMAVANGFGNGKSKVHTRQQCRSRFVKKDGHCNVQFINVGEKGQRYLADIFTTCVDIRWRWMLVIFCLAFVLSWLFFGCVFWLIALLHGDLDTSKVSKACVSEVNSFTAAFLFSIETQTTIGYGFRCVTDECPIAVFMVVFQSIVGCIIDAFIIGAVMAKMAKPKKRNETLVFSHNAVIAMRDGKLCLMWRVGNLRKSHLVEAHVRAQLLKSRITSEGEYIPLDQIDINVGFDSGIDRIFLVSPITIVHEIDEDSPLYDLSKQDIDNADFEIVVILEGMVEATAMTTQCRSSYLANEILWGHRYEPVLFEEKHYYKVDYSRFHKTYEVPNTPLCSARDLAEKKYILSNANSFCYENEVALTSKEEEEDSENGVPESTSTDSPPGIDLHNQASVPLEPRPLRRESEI
* marks the source's active call; other numbers are inactive results; i = inactive.

nr	Molecule	KCNQ2 inh	Kir21 inh
1	Cc1ccc(S(=O)(=O)N2CCN(C(=O)Cc3ccc(S(=O)(=O)N4CCOCC4)s3)CC2)cc1	i	-0.47
2	O=C(CN1C(=O)CCS(=O)(=O)c2ccccc21)Nc1cccc(Cl)c1	i	0.79
3	O=C(O)c1cc2c(ccc3ccccc32)[nH]1	i	-0.05
4	COc1ccc(CCNC(=O)CCCn2nc(C)n3ccnc3c2=O)cc1OC	i	-1.1
5	COc1ccc(N2CCN(C(=O)COCC(=O)O)CC2)cc1	i	0.99
6	Cn1c(=O)c2c(nc(SCCN3CCCCC3)n2Cc2ccc(Cl)cc2)n(C)c1=O	i	-2.4
7	Cc1ccc(NC(=O)Cn2cc(C(=O)C3CC3)c3ccccc32)cc1	i	0.67
8	O=C(c1cccc(C(F)(F)F)c1)C1CCCN(C(=O)CCn2cnnn2)C1 (stereo unspecified)	i	-0.26
9	O=C(NNS(=O)(=O)c1ccccc1)c1cnn(-c2ccccc2)c1-n1cccc1	i	0.62
10	CC(=O)Nc1ccc(NC(=O)[C@@H](NC(=O)c2ccccc2F)C(C)C)cc1	i	0.54
11	Cc1ccccc1Nc1c(-c2ccncc2)nc2ccc(Cl)cn12	i	2.9
12	COc1ccccc1NS(=O)(=O)c1cccc(C(=O)NC2CCN(Cc3ccccc3)CC2)c1	i	-0.26
13	O=C1CN(c2nc3nonc3nc2N2CCCCC2)CCN1	i	0.67
14	COc1ccc(NC(=O)CSc2nnc3ccc(-c4ccncc4)nn23)cc1OC	i	0
15	COCCn1c(-c2cccs2)csc1=Nc1cccnc1	i	0.45
16	Cc1cc(NC(=O)CSCC(=O)Nc2ccccc2OC(F)F)no1	i	-0.56
17	O=C(/C=C/c1cccc([N+](=O)[O-])c1)Nc1cc(C(=O)O)cc(C(=O)O)c1	i	1.1
18	CC(=O)NC1=NN(C(C)=O)C(c2ccccn2)S1 (stereo unspecified)	i	-2.7
19	COc1cc(C(=O)OCC(=O)N2CCCC2)cc(OC)c1OC	i	-0.01
20	Cc1ccc2[nH]c(-c3ccccc3)c(CN3CCCC3)c(=O)c2c1	i	0.02

nr	Molecule	KCNQ2 inh	Kir21 inh
21	Cc1ccc(F)cc1NC(=O)CN1CCN(Cc2ccccc2)CC1	i	-0.34
22	CC(CCc1ccco1)NC(=O)CSc1cc(=O)n(C)c2ccccc12 (stereo unspecified)	i	-0.56
23	Cc1nn(-c2ccccc2)c2sc(C(=O)NC3CC3)cc12	i	-0.77
24	O=C(NNc1ncnc2c1cnn2-c1ccc(F)cc1)c1ccco1	i	0.66
25	O=C(O)c1cccc(Nc2cc(Cl)c3nonc3c2[N+](=O)[O-])c1	i	0.13
26	CC1(C)CC(c2nc(-c3ccc([N+](=O)[O-])cc3)cs2)CCO1 (stereo unspecified)	i	-1.2
27	C=CCn1c(COc2ccc(Cl)cc2)nnc1SCc1ccc(C#N)cc1	i	-4
28	O=c1[nH]c2ccccc2cc1CN(CC1CCCO1)S(=O)(=O)c1ccccc1 (stereo unspecified)	i	1.1
29	CSc1nc2ccccc2cc1/C=C(\C#N)c1cccc(Cl)c1	i	0.04
30	CC(Sc1nnc(-c2cccs2)n1Cc1ccccc1)C(=O)NCc1ccc2c(c1)OCO2 (stereo unspecified)	-9.8*	0.38
31	COc1ccc(-c2c(C)nn3c(N)c(C#N)cnc23)cc1OC	i	-0.53
32	Cc1ccc(S(=O)(=O)Cc2csc(N)n2)cc1	i	-1.4
33	O=C(CCCC(=O)NNC(=O)Nc1ccccc1)NNC(=O)Nc1ccccc1	i	2.5
34	CCOC(=O)c1sc(NC(=S)NC(=O)C2CCCC2)cc1C	i	-0.01
35	O=S(=O)(CCCc1ccccc1)c1ncn[nH]1	i	-0.7
36	CC(=O)Nc1cccc(NC(=O)COc2ccccc2C)c1	i	0.22
37	Cc1ccccc1C(=O)N1CCC(C(=O)Nc2ccc(S(=O)(=O)N3CCCCC3)cc2)CC1	i	1.6
38	COc1ccc(C(=O)NCCN2CCOCC2)cc1OC	i	-0.03
39	COc1ccccc1CN1CC(C(=O)NCCSc2nnnn2C)CCC1=O (stereo unspecified)	i	-0.49
40	CC1CCN(C(=O)c2cc3ccccc3c(=O)o2)CC1	i	-0.21

6 records picked at random from the list so far, as already listed:
nr	Molecule	KCNQ2 inh	Kir21 inh
26	CC1(C)CC(c2nc(-c3ccc([N+](=O)[O-])cc3)cs2)CCO1 (stereo unspecified)	i	-1.2
31	COc1ccc(-c2c(C)nn3c(N)c(C#N)cnc23)cc1OC	i	-0.53
24	O=C(NNc1ncnc2c1cnn2-c1ccc(F)cc1)c1ccco1	i	0.66
35	O=S(=O)(CCCc1ccccc1)c1ncn[nH]1	i	-0.7
36	CC(=O)Nc1cccc(NC(=O)COc2ccccc2C)c1	i	0.22
21	Cc1ccc(F)cc1NC(=O)CN1CCN(Cc2ccccc2)CC1	i	-0.34

The list continues.
nr	Molecule	KCNQ2 inh	Kir21 inh
41	Fc1ccc(NC(=S)N2CCN(c3cccc(C(F)(F)F)c3)CC2)cc1	i	0.06
42	COc1ccc(CCNC(=O)C(=O)NCC2CCCN2S(=O)(=O)c2cccs2)cc1OC (stereo unspecified)	i	-0.91
43	CCN(CC)c1ccc(/C=N/NC(=S)NCc2ccccc2)c(O)c1	i	-0.55
44	O=C(Cn1nc(-c2ccccc2)c2ccccc2c1=O)Nc1ccc(O)cc1	i	0.62
45	Cc1cccc(NC(=O)Nc2ccc(Cl)cc2)n1	i	1
46	C#CCOCCOCCOCCNc1nc(N2CCN(C(=O)C(Cc3ccc(O)cc3)n3cc(C(N)C(C)CC)nn3)CC2)nc(N2CCN(C(=O)C(Cc3ccc(O)cc3)n3cc(C(N)C(C)CC)nn3)CC2)n1 (stereo unspecified)	i	-0.45
47	Cc1nc(N2CCN(Cc3ccc4c(c3)OCO4)CC2)c2cc(-c3ccccc3)sc2n1	-6.4*	-1.3
48	Cc1ccccc1-c1nc(CS(=O)CC(=O)NC2CC2)c(C)o1 (stereo unspecified)	i	0.33
49	O=C(c1ccc(Cn2c(=S)[nH]c3ccc(N4CCOCC4)cc3c2=O)cc1)N1CCN(c2ccc(F)cc2)CC1	i	0.36
50	O=C(CSc1nnc2sc3ccccc3n12)NCc1ccc2c(c1)OCO2	i	0.01
51	CCOC(=O)CCc1nn(C)c(=O)c2ccccc12	i	-0.01
52	O=C(Nc1cccc(F)c1)N1CCCC(CNS(=O)(=O)Cc2ccccc2)C1 (stereo unspecified)	i	0.73
53	CC(=O)c1sc(N/N=C\c2ccc(C)cc2)nc1C	i	0.69
54	O=C(NNC(=O)c1ccc([N+](=O)[O-])cc1C(=O)O)c1ccncc1	i	0.05
55	COc1cccc(/C=N/n2c(N)c(S(=O)(=O)c3cccs3)c3nc4ccccc4nc32)c1OC	i	0.98
56	O=C(CCNC(=O)Cn1cnc2ccccc2c1=O)NCCC1=CCCCC1	i	-1.3
57	CS(=O)(=O)N1CCN(c2ccccc2NC(=O)c2ccc(Cl)cc2)CC1	i	1.2
58	CC1CCc2nc3ccc(S(=O)(=O)N4CCC(C(=O)N5CCCCC5)CC4)cc3c(C(=O)O)c2C1 (stereo unspecified)	i	0.8
59	Cc1ccc(S(=O)(=O)Nc2cc3c(C(=O)Nc4ccccc4)c(C)oc3c3ccccc23)cc1	i	0.49
60	C=CCSc1nnc(NC(=O)COc2ccccc2)s1	i	0.01

nr	Molecule	KCNQ2 inh	Kir21 inh
61	CN(CC(=O)Nc1ccccc1Br)C(=O)CCc1ccccc1	i	-0.03
62	CCCN1C(=O)/C(=C/c2ccc3c(c2)OCO3)NC1=S	i	0.7
63	COc1cc(/C=N/NC(=O)c2ccccn2)ccc1OC(=O)c1cccs1	i	1.1
64	CCC(Sc1nc(N)c(NC(=O)c2ccc(Br)o2)c(=O)[nH]1)C(=O)O (stereo unspecified)	i	-1.3
65	O=C(Nc1scc(-c2ccccc2)c1C(=O)O)c1ccccc1F	i	-0.05
66	Cc1ccc(-c2nsc(SCC(=O)Nc3ccc4c(c3)OCO4)n2)cc1	i	-0.22
67	Cc1nn(C(=O)c2ccco2)c(C)c1CN1C(=O)c2ccccc2C1=O	i	0.53
68	Cc1nc(NCC2CCCO2)nc2c1C(=O)CC(C)(C)C2 (stereo unspecified)	i	0.66
69	CCN(CC)S(=O)(=O)c1cc(NS(=O)(=O)c2cccc(Cl)c2Cl)ccc1C	i	-1.7
70	COc1ccc(NC(=O)OC(C)C)cc1	i	0.15
71	C#CCSc1cc(C(F)(F)F)nc(-c2ccccn2)n1	i	-0.96
72	COc1cccc(C(=O)Nc2cccc3ccccc23)c1	i	-0.85
73	O=C(/C=C/C=C/c1ccccc1)CC1(O)C(=O)N(CCc2ccccc2)c2ccccc21 (stereo unspecified)	i	1.5
74	N#Cc1c(NC(=O)CSc2ncn[nH]2)sc2c1CCCC2	i	-0.04
75	CCOC(=O)CCCNC(=O)CN1C(=O)NC(c2ccccc2)(c2ccccc2)C1=O	i	0.01
76	COc1ccccc1NC(=O)CCN1CCN(c2ccc(Cl)cc2)CC1	i	-0.83
77	O=C(NCCN1CCCC1)c1cc(-c2ccncc2)nc2ccc(S(=O)(=O)N3CCOCC3)cc12	i	-1.2
78	Cc1cccc(OC2(c3ccccc3)OC(=O)c3ccccc32)c1C (stereo unspecified)	i	-0.44
79	O=C(Nc1cccnc1Cl)c1cc(-c2ccc(Cl)cc2)on1	i	-0.01
80	CCOC(=O)c1c(NC(=O)OC)sc2c1CCC2	i	-1.4

nr	Molecule	KCNQ2 inh	Kir21 inh
81	CC(NC(=O)c1ccccc1)C(=O)N/N=C/c1ccccc1 (stereo unspecified)	i	-1.5
82	COc1ccccc1C1C(C#N)=C(N)Oc2c1c(-c1ccccc1)nn2-c1ccccc1 (stereo unspecified)	i	1.2
83	COc1cc(OC)c(S(=O)(=O)Nc2ccc(C(=O)O)cc2)cc1S(=O)(=O)Nc1ccc(C(=O)O)cc1	i	-0.15
84	CCN(CC)c1ccc(NC(=O)CN2CCN(CC(=O)Nc3ccc(OC)cc3)CC2)cc1	i	-0.08
85	C#CCOCCOCCOCCNc1nc(N2CCN(C(=O)C([C@@H](C)CC)n3cc(C(N)COC(=O)C(F)(F)F)nn3)CC2)nc(N2CCN(C(=O)[C@H](Cc3ccc(O)cc3)n3cc(C(N)[C@H](C)CC)nn3)CC2)n1 (stereo partly specified)	i	-0.15
86	COCCCNC(NC(=O)c1ccc(C)cc1)C(Cl)(Cl)Cl (stereo unspecified)	i	-2.1
87	O=[N+]([O-])c1ccccc1Nc1nc(-c2cccnc2)cs1	i	0.7
88	CCCCC1(Cc2cccc([N+](=O)[O-])c2)C(=O)N(c2ccccc2)N(c2ccccc2)C1=O	-6.9*	-0.51
89	CC1CCC(=O)N(CCC#N)CC1 (stereo unspecified)	i	-1
90	Nc1cc(=O)nc(SCc2ccccc2)n1Cc1ccco1	i	0.41
91	COc1ccccc1NC(=O)c1ccc(S(=O)(=O)N2CCCC(C)C2)cc1 (stereo unspecified)	i	-0.77
92	COc1ccc(C2c3ccc(O)cc3Oc3ncn(CC(C)C)c(=N)c32)cc1 (stereo unspecified)	i	-0.29
93	CC12CC3CC(C)(C1)CC(C(=O)NCc1ccco1)(C3)C2	i	0.14
94	c1ccc(-n2nnnc2N2CCOCC2)cc1	i	0.16
95	Oc1ccc(/C=N/Nc2ccc3ccccc3c2)c(O)c1	i	0.21
96	O=C(/C=C/c1ccc(N2CCOCC2)cc1)c1ccccc1	i	-1.1
97	CC(C)(C)OC(=O)NC(Cc1ccccc1)C(=O)O (stereo unspecified)	i	-2.2
98	COCCCn1c(=O)c2ccccc2n(Cc2ccccc2C)c1=O	i	-0.34
99	CCN1CCN(CC(=O)c2c[nH]c3ccccc23)CC1	i	0.33
100	Cc1noc(NC(=O)c2ccccc2Cl)c1C#N	i	0.29

Records listed so far that bear a hit mark in KCNQ2 inh.
nr	Molecule	KCNQ2 inh	Kir21 inh
30	CC(Sc1nnc(-c2cccs2)n1Cc1ccccc1)C(=O)NCc1ccc2c(c1)OCO2 (stereo unspecified)	-9.8*	0.38
47	Cc1nc(N2CCN(Cc3ccc4c(c3)OCO4)CC2)c2cc(-c3ccccc3)sc2n1	-6.4*	-1.3
88	CCCCC1(Cc2cccc([N+](=O)[O-])c2)C(=O)N(c2ccccc2)N(c2ccccc2)C1=O	-6.9*	-0.51

Going on with the list:
nr	Molecule	KCNQ2 inh	Kir21 inh
101	Cc1ccc(/C=N/N2CCN(c3ccccc3)CC2)cc1	i	0.83
102	O=C(/C=C/c1ccco1)N1CCCC(c2ccccc2)C1 (stereo unspecified)	i	1
103	CCCCN(C(=O)C1CCN(C(=O)c2ccccc2C)CC1)c1c(N)n(CCCC)c(=O)[nH]c1=O	i	1.3
104	O=C(NCCSc1c[nH]c2ccccc12)c1ccc(Br)o1	i	0.42
105	O=C(CNCc1cccs1)NC12CC3CC(CC(C3)C1)C2	i	1.2
106	CCOc1ccc(CCNC(=O)c2cccc(NC3=NC4CS(=O)(=O)CC4S3)c2)cc1OCC (stereo unspecified)	i	-1.3
107	Cn1c(=O)cc(SCC(=O)NCC2COc3ccccc3O2)c2ccccc21 (stereo unspecified)	i	-0.23
108	COC(=O)c1ccc(N2C(=O)C3CC(C)=C(C)CC3C2=O)cc1 (stereo unspecified)	i	-1.9
109	COc1ccc(CCNS(=O)(=O)c2cnc(Cl)c(Br)c2)cc1OC	i	-2.6
110	Cc1ccc(OCC(=O)N/N=C/c2ccncc2)cc1	i	1.9
111	O=C(NC(=S)Nc1ccc2c(c1)OCCO2)c1cccc2ccccc12	i	-0.3
112	CSc1ncc(C(=O)Nc2ccc(Br)cn2)c(C)n1	i	0.82
113	COc1ccc2cc(CN(CC3CCCO3)C(=S)Nc3ccccc3)c(=O)[nH]c2c1 (stereo unspecified)	i	1.2
114	O=C(/C=C/c1ccccc1)NC(=S)N1CCSCC1	i	0.03
115	CCN(CC)C1=NC=CC(c2ccccc2)=CC1C (stereo unspecified)	i	2.2
116	COc1cc(NC(=S)NCc2ccc(S(N)(=O)=O)cc2)c(OC)cc1Cl	i	0.75
